Source: PubChem BioAssay
N-glyco inh = blocks N-linked glycosylation in D54 reporter cells. D54 ERlucT glycosylation luciferase reporter, 24 h; percent of 100 nM tunicamycin response. reporter increase, % at 12.5 µM. 360,000 tested, 0.23% active. AID 588692;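 active = mean luciferase reporter signal, scaled so untreated is 0 and the glycosylation-blocking control 100, at or above a set limit in every replicate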;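 also: luciferase carries N-glycosylation sites so blocking glycosylation raises the light; 0% = median of neutral control wells and 100% = median of 100 nM tunicamycin wells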
ABCB6 inh 2 = human ABCB6 transporter inhibition; Q9NP58; K562-ABCB6 porphyrin accumulation, flow cytometry, 1 h; stronger effect = lower value; fluorescence ratio to DMSO, % at 10 µM; 360,000 tested, 0.19% active;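 active = fluorescence ratio to DMSO below 75%, the collection mean minus 3 SD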;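 also: signal is porphyrin accumulated inside mitochondria; 100% equals median channel fluorescence of DMSO control wells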
Cardio protect = protects H9c2 cardiomyocytes from peroxide injury; H2O2 injury protection, ATPLite, 2 h; protection from H2O2 cell death, % at 20 µM; 360,000 tested, 0.63% active; AID 588492;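 active = compounds giving at least 50% protection of heart cells from peroxide-induced death in the single-dose screen, raw or plate-pattern-corrected value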;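 also: 0% = DMSO wells with peroxide and 100% = DMSO wells without peroxide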
MC4R ag barr = agonists of human melanocortin 4 receptor (MC4R) beta-arrestin; P32245; U2OS MC4R beta-arrestin complementation, luminescence; percent of melanotan II response, DMSO zero; activation, % at 8.9 µM; 360,000 tested, 0.98% active; AID 540308;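 active = activation above a per-plate cutoff, the mean activation of sample wells on that plate plus 3 SD, cut at about 8% in these data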
Target sequence (P32245 whole entry, looked up): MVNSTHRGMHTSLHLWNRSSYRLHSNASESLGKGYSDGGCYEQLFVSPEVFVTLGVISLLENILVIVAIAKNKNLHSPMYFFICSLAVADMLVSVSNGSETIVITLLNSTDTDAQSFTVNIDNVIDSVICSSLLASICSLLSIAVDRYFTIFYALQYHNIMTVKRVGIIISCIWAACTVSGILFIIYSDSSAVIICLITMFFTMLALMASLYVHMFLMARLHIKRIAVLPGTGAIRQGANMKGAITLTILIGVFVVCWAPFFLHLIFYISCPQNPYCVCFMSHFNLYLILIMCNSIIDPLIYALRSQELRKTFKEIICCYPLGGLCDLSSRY
MC4R antagonist = human MC4R antagonism in cAMP assay | MC4R-expressing cells, MTII-stimulated cAMP, LANCE TR-FRET | inhibition, % at 6.5 µM | 360,000 tested, 0.48% active | AID 540295;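 active = inhibition above its plate's cutoff, the mean of tested wells on that plate plus 3 SD, cut at about 29% in these data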;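 also: 0% = Melanotan II alone and 100% = Melanotan II plus saturating MCL0020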
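Material: U2OS-MC4R stable cell line | Reagent: Melanotan II challenge after compound preincubation | Doses: One concentration, 6.5 µM nominal | Incubation: 30-min compound preincubation, 1-h Melanotan II challenge, 1-h detection, room temperature | Signal: TR-FRET cAMP assay | Replicates: One well per compound, no replicates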
iPSC survival up = enhancers of human iPSC single-cell survival; hiPSC single-cell survival, ATPlite luminescence; 100% = ROCK inhibitor wells, 0% = DMSO; survival enhancement, % at 20 µM; 360,000 tested, 0.044% active; AID 602274; in the data active = survival enhancement above about 18%;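 also: cells exposed to compounds for 16 hours before the ATP read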
Exocytosis inh = blocks lytic granule exocytosis; 360,000 tested, 0.66% active; TALL-104 LAMP-1 surface exposure, flow cytometry; cells stimulated with thapsigargin and PMA; inhibition, % at 10 µM;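 active = inhibition above about 55%, limit read from the data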
ABHD5-PLIN5 inh = ABHD5-PLIN5 protein interaction inhibition; Q00G26+Q8WTS1; 360,000 tested, 0.78% active; AID 602281; Split G. princeps luciferase complementation, luminescence, 4 h; inhibition, % at 4 µM;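 active = inhibition above the mean inhibition across every tested compound plus 3 SD, cut at about 22% in these data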;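 also: 0% = DMSO only wells and the 100% control is not disclosed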
aDG glyco up = alpha-DG glycosylation activation; Pro5-aDG cells, alpha-DG glycosylation AlphaScreen (IIH6); 0% Pro5, 100% B10-LARGE cell signal; AID 624168; activation, % at 10 µM; 360,000 tested, 0.22% active;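 active = activation of at least 8% versus controls, or a plate z-score of at least 8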;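 also: Pro5 are CHO cells carrying HIG-tagged alpha-DG that lacks glycosylation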
m5-HT2A agonist = mouse HTR2A agonism via beta-arrestin recruitment; CHO-K1 mHTR2A beta-arrestin complementation, luminescence; percent of 30 µM serotonin response; activation, % at 7.6 µM; 360,000 tested, 0.66% active; AID 624169;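 active = activation above a run cutoff, the mean activation of all tested compounds plus 3 SD, cut at about 14% in these data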;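 also: 0% = plate median of compound wells and 100% = 30 µM serotonin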
Target sequence (P35363 whole entry, looked up): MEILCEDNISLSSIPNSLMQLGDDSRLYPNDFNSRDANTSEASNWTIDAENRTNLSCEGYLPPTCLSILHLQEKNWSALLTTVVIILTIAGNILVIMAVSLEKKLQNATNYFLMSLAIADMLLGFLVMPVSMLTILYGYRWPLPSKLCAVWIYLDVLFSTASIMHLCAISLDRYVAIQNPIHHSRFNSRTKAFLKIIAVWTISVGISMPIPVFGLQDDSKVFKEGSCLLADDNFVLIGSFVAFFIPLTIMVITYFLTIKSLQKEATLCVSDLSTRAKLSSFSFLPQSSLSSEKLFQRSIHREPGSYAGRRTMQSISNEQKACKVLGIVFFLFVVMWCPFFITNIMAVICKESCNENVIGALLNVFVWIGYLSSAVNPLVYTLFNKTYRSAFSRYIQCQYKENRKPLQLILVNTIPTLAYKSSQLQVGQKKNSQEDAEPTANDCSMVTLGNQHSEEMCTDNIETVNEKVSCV
An asterisk follows results filed as active.

SMILES	N-glyco inh	ABCB6 inh 2	Cardio protect	MC4R ag barr	MC4R antagonist	iPSC survival up	Exocytosis inh	ABHD5-PLIN5 inh	aDG glyco up	m5-HT2A agonist
c1ccc2c3nnc4n(c-3nc2c1)CCCS4	8	96	14	-1.3	0	1.1	3	-7	-0.3	12
CC(C)=CC(=O)Nc1nnc(-c2ccccc2C)s1	0	101	0	-0.4	6	-2.5	-1	-2	-0.2	0
O=C(COC(=O)c1ccccc1F)Nc1ccc(S(=O)(=O)N2CCOCC2)cc1	1	101	-2	-0.8	8	-2.2	-7	7	0.1	1
O=[N+]([O-])c1cc(S(=O)(=O)N2CCCC2)ccc1NN=C1CCCC1	0	96	-4	0.3	11	0.8	1	3	-0.1	3
CS(=O)(=O)Nc1ccc(-c2cncc3nccn23)cc1	2	105	4	3.5	5	0.1	-7	2	-0.1	3
C[C@@H]1CN([C@H](C)CO)C(=O)CCCn2nncc2CO[C@H]1CN(C)Cc1cccc(C(F)(F)F)c1	2	99	5	-0.4	6	-2.5	-2	2	0.0	-2
C/C(CC(=O)Nc1ccccc1F)=N\NC(=O)Cc1ccc(Cl)cc1	-1	97	3	0.4	1	-0.8	1	-3	-0.3	0
CN(C[C@H](c1ccccc1)N(C[C@H](Cc1ccccc1)N(CCc1ccccc1)N=O)N=O)N=O	-9	102	-4	-1.1	13	-0.8	-4	-6	-0.3	11
Cc1nc(SCc2nc3c(C)cccc3[nH]2)c2oc3ccccc3c2n1	5	93	6	2.7	-12	1.3	6	-4	0.6	5
COC(=O)c1c(NC(=O)CSc2nnc3ccccn23)sc2c1CCC2	4	98	4	0.9	15	-0.5	1	4	-0.3	-1
CC(Oc1ccc(Br)cc1)C(=O)N1CCN(c2ccccn2)CC1 (stereo not drawn)	-1	97	-5	-1.9	12	-0.2	4	-3	-0.2	-7
COc1cc(NC(=O)c2ccc(=O)[nH]n2)cc(OC)c1OC	1	98	1	-2.8	5	0.8	-4	-9	0.0	-4
CC(C)c1nnc(NC(=O)CCCCCN2C(=O)C3C4C=CC(C4)C3C2=O)s1 (stereo not drawn)	-1	95	-15	1.7	7	0.0	0	1	-0.1	-1
COCCNC(=O)c1cc2c(s1)-c1ccc(Cl)cc1SC2	-8	94	-7	-0.9	8	-0.6	-10	5	1.6	-9
O=C(NC1CC1)C1=C[C@@H](c2coc3ccccc3c2=O)C[C@@H](OCc2ccc(CO)cc2)O1	2	98	12	0.8	2	-0.8	0	5	-0.4	-4
CC(=O)Oc1ccc2nc(/C=C/c3ccc(C=O)cc3)oc(=O)c2c1	1	189	-9	-1.8	14	0.0	42	-3	-0.1	2
Cc1ccccc1Cn1c(C)c(C(=O)NCC(C)C)sc1=O	1	98	-2	0.0	-5	-0.6	-11	0	0.0	-4
Cn1ccc(-c2ccccc2)c(C#N)c1=O	2	93	-6	-1.6	-4	2.5	2	2	-0.3	3
NC(=O)COc1ccc(C2c3c(oc4ccccc4c3=O)C(=O)N2CC2CCCO2)cc1 (stereo not drawn)	0	92	-3	-1.0	-1	5.0	0	5	0.1	1
Cc1ccc(-c2csc(NC(=O)c3c(C)noc3C)n2)cc1	-3	99	-17	-1.7	-9	0.4	-15	2	0.7	-2
COc1ccc(C(CNC(=O)C2CCN(S(=O)(=O)c3ccc(F)cc3)CC2)N(C)C)cc1 (stereo not drawn)	1	101	1	-1.0	4	0.7	-1	7	0.0	7
CCn1c(C)nnc1SCC(=O)NC1CCCC1	6	89	3	1.5	0	-0.2	-3	-7	0.0	4
Cc1ccc(-c2nnc3sc(CCc4ccccc4)nn23)cc1	3	100	0	0.6	8	-0.2	4	-2	0.1	-3
COc1cc(CN2C[C@@H](CO)O[C@@H](n3cnc4c(NC(C)C)ncnc43)C2)cc(OC)c1OC	2	98	11	0.3	13	1.2	-7	-6	0.2	5
COc1ccc(-c2csc(NC(=O)CN3C(=O)C4CC=CCC4C3=O)n2)cc1OC (stereo not drawn)	1	96	6	-2.6	1	0.4	9	-4	-0.2	7

The last four compounds of the part above open the next one.
SMILES	N-glyco inh	ABCB6 inh 2	Cardio protect	MC4R ag barr	MC4R antagonist	iPSC survival up	Exocytosis inh	ABHD5-PLIN5 inh	aDG glyco up	m5-HT2A agonist
CCn1c(C)nnc1SCC(=O)NC1CCCC1	6	89	3	1.5	0	-0.2	-3	-7	0.0	4
Cc1ccc(-c2nnc3sc(CCc4ccccc4)nn23)cc1	3	100	0	0.6	8	-0.2	4	-2	0.1	-3
COc1cc(CN2C[C@@H](CO)O[C@@H](n3cnc4c(NC(C)C)ncnc43)C2)cc(OC)c1OC	2	98	11	0.3	13	1.2	-7	-6	0.2	5
COc1ccc(-c2csc(NC(=O)CN3C(=O)C4CC=CCC4C3=O)n2)cc1OC (stereo not drawn)	1	96	6	-2.6	1	0.4	9	-4	-0.2	7
CN(C)/C(=N\OC(=O)c1ccccc1)c1nonc1N	-1	105	12	1.1	-1	-0.5	-14	-1	-0.1	10
COC(=O)C1=C(C)N(Cc2ccccc2)C(=S)N[C@H]1c1ccc(Br)cc1	-6	101	0	-1.0	5	0.2	2	-5	-0.2	-9
O=C(c1cccs1)N1C[C@@H](n2cc(C3CC3)nn2)[C@H](O)C[C@@H]1c1ccccc1	1	96	10	2.0	2	-3.7	-4	-1	3.1	-3
Cc1cc2nc(-c3ccc(SCc4ccccc4C#N)nc3)[nH]c2cc1C	-2	102	-3	1.4	12	-1.6	1	-9	1.5	-7
C=Cn1cc(CNC[C@H]2O[C@@H](n3ccc(N)nc3=O)[C@H](O)[C@@H]2O)c(C)n1	1	99	2	0.2	-3	-0.7	2	6	-0.1	8
N#Cc1ccccc1NC(=O)Nc1cccs1	2	108	6	2.7	11	0.6	5	-1	0.2	12
CSC(=NC#N)N1CCN(c2ccccn2)CC1	0	103	3	-3.0	17	-2.0	1	2	0.2	4
COc1ccc(S(=O)(=O)c2c(O)c3ccc(C(=O)Nc4ccc(F)cc4)cc3[nH]c2=O)cc1	2	100	-2	0.9	-8	-0.1	-6	5	-0.2	2
CNc1cncc(-c2cnn(CC(C)C)c2)n1	2	98	7	-3.1	4	2.8	-3	1	0.2	-2
CCN(C(=O)C1CCN(c2nc(-c3ccc(OC)cc3)no2)CC1)c1ccccc1	-4	98	-11	-0.9	6	0.3	-6	-11	1.2	-4
CN(/N=C/c1c[nH]c2ccccc12)c1cnn(-c2ccc(F)c(Cl)c2)c(=O)c1Cl	3	97	-12	-3.2	8	-0.5	1	-14	-0.2	2
Cc1cccc(SCc2noc(C(=O)NC(C)C)c2C(=O)O)c1	2	97	4	0.2	6	-1.9	2	-2	-0.2	14
CCCS(=O)(=O)NC(=O)C1(C)CCCN(C(=O)Cc2ccc3ccccc3c2)C1 (stereo not drawn)	0	94	0	-3.1	14	-1.3	-3	5	-0.3	8
CCCCn1c(N)c(N(CC)C(=O)c2ccc(-c3ccc(Cl)cc3)o2)c(=O)[nH]c1=O	1	97	10	-1.3	-1	1.0	3	1	-0.1	-5
O=C(CCN1CCCCC1)c1ccccc1	0	100	7	-1.0	4	5.2	2	0	4.7*	0
Cc1cccn2c(=O)c3cc(C(=O)N4c5ccccc5CC4C)n(C)c3nc12 (stereo not drawn)	11	96	28	2.4	-5	-4.6	-4	-3	0.1	0
COc1ncc(-c2cccc3nccn23)c(OC)n1	2	96	6	0.5	2	-2.2	-4	9	0.8	1
O=C(OCc1nc2ccccc2s1)[C@@H]1CCCN1S(=O)(=O)c1ccccc1F	-1	101	10	1.9	23	0.3	1	0	0.1	-2
CCN(CC)C(=O)c1[nH]cnc1C(=O)Nc1ccccc1F	1	102	5	0.4	3	0.2	0	-3	-0.3	-1
S=C(NCCCc1ccccc1)Nc1ccccc1	0	93	4	-1.2	7	-0.5	-5	-4	0.0	5
CCP(=O)(c1cccc([N+](=O)[O-])c1)c1cccc([N+](=O)[O-])c1	1	99	8	-1.7	12	-0.4	-4	-2	-0.1	3
COc1cc(C(=O)NCC(C)C)c([N+](=O)[O-])cc1OC	3	100	7	-1.6	7	1.3	0	-3	-0.1	-5
CCOC(=O)C(CCCCCOc1ccc([N+](=O)[O-])cc1)C(=O)OCC	-1	87	-16	-1.8	3	8.4	4	2	1.1	-2
Cc1oc(-c2ccccc2F)nc1CN1CCC(C(=O)NCc2ccco2)CC1	-3	90	3	-0.7	1	-2.5	-3	8	0.0	0
O=C(CSC1=NS(=O)(=O)c2cc(F)ccc2N1)Nc1ccccc1F	-1	108	-1	0.6	6	0.2	-2	-1	-0.2	3

Remaining list, next part.
SMILES	N-glyco inh	ABCB6 inh 2	Cardio protect	MC4R ag barr	MC4R antagonist	iPSC survival up	Exocytosis inh	ABHD5-PLIN5 inh	aDG glyco up	m5-HT2A agonist
CCc1ccc(-n2c(SCC(=O)NC3CCS(=O)(=O)C3)nc3ccccc3c2=O)cc1 (stereo not drawn)	-3	94	1	-1.6	4	0.7	4	5	0.0	3
COCc1c(C(=O)N2CCN(CCOc3ccccc3)CC2)oc2ccccc12	-3	92	4	-0.1	-4	-0.3	-6	3	-0.1	0
Cc1ccc(-c2nnc(Nc3ccc(C(=O)N(C)C)cc3)c3ccccc23)cc1S(=O)(=O)NC(C)(C)CO	-1	95	7	-0.6	-3	-0.6	-8	4	0.6	0
O=C(NN1C(=O)/C(=C\c2cccnc2)SC1=S)c1ccco1	1	100	-4	-3.5	-4	2.2	2	-5	0.0	1
Cc1ccc(NC(=O)CCc2c(C)[nH]c(=O)c(C#N)c2C)cc1	0	89	12	-0.7	17	-0.2	-1	3	0.0	3
CC(C)(C)NC(=O)Nc1ccc(Br)cc1	0	98	-14	-2.0	26	3.1	1	6	-0.1	-1
Cc1csc(=O)n1CC(=O)OCC(=O)NNC(=O)c1ccccc1	0	97	4	-1.1	3	0.0	-2	-11	-0.2	-3
Cc1csc2nc(CSc3nncn3-c3ccccc3)c(Br)n12	-2	103	4	-1.4	8	-2.6	0	1	0.2	-6
CCc1ncc(CN2CCCCC2C(=O)Nc2ccc(Oc3ccccc3)nc2)cn1 (stereo not drawn)	2	88	-6	-1.6	-1	0.1	1	-3	0.1	10
CCn1c(CNC(=O)COc2c(C)cccc2C)nnc1SCC(=O)Nc1nccs1	1	95	3	-2.0	3	-3.3	-3	1	0.2	1
CCC1CCCCN1CCCNS(=O)(=O)c1ccc2c(c1)oc(=O)n2C (stereo not drawn)	1	138	4	-3.0	-1	-0.5	0	-4	-0.1	-4
CCOC(=O)/C(=N/Nc1ccc(OC)cc1)Sc1nnc(CCc2ccccc2)n1-c1ccccc1	-3	104	-1	-2.3	2	-2.3	7	-6	0.1	-2
CCOc1cc2[nH]c(=S)n(CCN3CCCCC3CC)c(=O)c2cc1OCC (stereo not drawn)	-4	94	-1	-1.7	-9	-3.1	-2	-1	0.4	0
CCOc1c(Cl)cc(/C=C/C(=O)N(CC)CC(=O)NCc2cccs2)cc1OC	2	93	-4	1.9	-1	-0.4	-4	-1	-0.1	-12
CN(Cc1ccccc1)S(=O)(=O)c1ccc(Cl)c(C(=O)NCc2cccnc2)c1	-3	97	3	-2.5	12	1.4	10	3	0.2	7
Cc1cc(=O)[nH]c(N/N=C/c2ccc(OC(=O)c3cccnc3)cc2)n1	1	99	-4	2.6	-8	-0.4	0	1	0.0	2
